Assay outcomes: PubChem, National Center for Advancing Translational Sciences (NCATS)
HepG2 viability: kills HepG2 cells in TGF-b inhibitor counter-screen | HepG2 CAGA-GFP viability, ATP luminescence, 18 h | Potency, µM (series often up to 46.1 µM), inactives show at the highest dose activity change, negative = cytotoxicity, actives largely listed as cytotoxic | 410,000 tested, 0.76% active; also: some results filed as inactive show a strong effect at the top dose
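CellTiter-Glo luminescence gave cytotoxicity after 18 hours at 37 degrees C. The cells were HepG2 CAGA-GFP in 1% FBS DMEM, stimulated with 500 pg/mL TGF-beta after compound addition. %Activity was normalised to no-cell wells (complete cell-killing) and DMSO (no toxicity), and curves were fitted and classified.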
TGFb SMAD3 inh: blocks TGF-b signaling; HepG2 CAGA-GFP TGF-b/SMAD3 reporter, GFP fluorescence, 18 h; TGF-beta stimulated, 500 pg/mL final; Potency, µM (titrated, usually from 46.1 µM), without a hit: at the highest dose activity, negative = inhibition, hits mostly inhibitors; 410,000 tested, 1.2% active; also: % is scaled to controls: 0 for no effect and ±100 for the full control effect; nearly all actives have a fitted effect of over 65% in size
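Cell-based qHTS in HEPG2 carrying a CAGA-GFP Smad reporter; compounds added before 500 pg/mL final TGF-beta, 18 h incubation at 37 degrees C, GFP fluorescence quantified per cell by imaging cytometry.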
EPAC2 antag: blocks human EPAC2 exchange factor; Q8WZA2; EPAC2 GEF exchange of Rap1B-BODIPY-GDP, fluorescence; Potency, µM (highest dose often 114 µM), without a hit: at the top dose activity, negative = inhibition, usual class: inhibitors; 360,000 tested, 0.18% active; AID 720708; also: % is scaled to controls: 0 for no effect and ±100 for the full control effect; nearly all actives have a fitted effect of over 45% in size; many of its hits are not listed in these tables
Target sequence (Q8WZA2 whole entry, looked up): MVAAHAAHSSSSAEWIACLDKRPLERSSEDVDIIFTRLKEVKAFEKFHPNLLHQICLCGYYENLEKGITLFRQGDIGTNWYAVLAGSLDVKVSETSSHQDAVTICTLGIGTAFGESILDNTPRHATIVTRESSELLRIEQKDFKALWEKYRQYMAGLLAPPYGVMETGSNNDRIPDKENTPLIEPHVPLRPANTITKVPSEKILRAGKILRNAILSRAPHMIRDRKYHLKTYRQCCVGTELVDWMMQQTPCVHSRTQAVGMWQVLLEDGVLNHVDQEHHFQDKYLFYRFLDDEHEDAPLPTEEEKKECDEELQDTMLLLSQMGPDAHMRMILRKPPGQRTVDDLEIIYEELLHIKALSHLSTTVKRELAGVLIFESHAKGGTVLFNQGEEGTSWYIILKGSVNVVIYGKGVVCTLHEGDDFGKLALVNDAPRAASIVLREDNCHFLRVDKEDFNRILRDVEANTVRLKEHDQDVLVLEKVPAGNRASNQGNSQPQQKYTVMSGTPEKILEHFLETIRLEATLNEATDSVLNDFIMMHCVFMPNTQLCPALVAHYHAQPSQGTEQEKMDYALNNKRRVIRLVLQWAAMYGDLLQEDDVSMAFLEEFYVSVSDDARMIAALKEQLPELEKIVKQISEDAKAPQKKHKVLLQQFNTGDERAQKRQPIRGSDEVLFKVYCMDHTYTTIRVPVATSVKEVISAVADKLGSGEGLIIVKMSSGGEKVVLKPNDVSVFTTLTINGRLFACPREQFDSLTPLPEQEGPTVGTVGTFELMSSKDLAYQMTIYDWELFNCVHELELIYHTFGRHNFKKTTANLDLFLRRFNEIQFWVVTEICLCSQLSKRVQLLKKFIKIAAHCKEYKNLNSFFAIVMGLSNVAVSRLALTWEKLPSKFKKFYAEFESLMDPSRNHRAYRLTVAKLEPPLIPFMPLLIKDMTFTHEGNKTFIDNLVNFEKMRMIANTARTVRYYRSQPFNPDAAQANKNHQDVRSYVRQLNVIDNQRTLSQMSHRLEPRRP
Nrf2 inh: blocks Nrf2 signaling; A549 ARE-Fluc reporter, luciferase luminescence, 18-24 h; Potency, µM (titrated, usually from 46 µM), without a hit: top-dose activity change, negative = inhibition, usual class: inhibitors; 360,000 tested, 2.1% active; AID 504444; also: % is scaled to controls: 0 for no effect and ±100 for the full control effect; nearly all actives have a fitted effect of over 60% in size
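Two sequential reads on A549 ARE_Fluc cells exposed to compound for 18-24 h: a CellTiter-Fluor fluorescence read for viability, then a luciferase luminescence read for Nrf2/ARE activity.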
S2 tox: reduces viability in counter-screen for ATXN expression inhibitors | S2 cells (HEK-293 line with an ATXN2-luciferase reporter) viability, CellTiter-Fluor protease fluorescence, 24 h | Potency, µM (series often up to 56.7 µM), most hits filed as cytotoxic | 400,000 tested, 0.49% active; also: nearly all actives have a fitted effect of over 40% in size
A549 tox: kills or reduces viability of A549 cells in Nrf2 counter-screen. A549 ARE-Fluc cells, CellTiter-Fluor viability, 18-24 h. 390,000 tested, 0.16% active. AID 504648. Potency, µM (titrated, usually from 46 µM), inactives show top-dose activity change, negative = cytotoxicity, usual class: inhibitors; also: % is scaled to controls: 0 for no effect and ±100 for the full control effect
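A549 ARE_Fluc cells in 5% FBS OPTI-MEM were exposed to compounds in concentration-response for 18-24 h at 37 deg C. Viability was read by CellTiter-Fluor fluorescence (Ex 405/Em 525) after 30 min, before the luciferase read.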
MCF10A rerep: inducers of DNA re-replication in MCF 10A breast cells | MCF 10A DNA re-replication, Hoechst nuclear intensity, 48 h | Potency, µM (top dose mostly 46.1 µM), for inactives: top-dose activity, positive = re-replication, most hits filed as activators | 350,000 tested, 2.9% active | AID 624296; also: % of control where 0% means no effect; nearly all actives have a fitted effect of over 50% in size
Nrf2 ARE act: Nrf2 pathway activation; AREc32 ARE-luciferase reporter (MCF7-derived line), luminescence, 24 h; Potency, µM (highest dose often 46.1 µM), for the others: at the highest dose activation, most hits filed as activators; 410,000 tested, 0.31% active; AID 624171; also: % of control where 0% means no effect; nearly all actives have a fitted effect of over 65% in size
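Luminescent ARE reporter assay in AREc32_Fluc cells: overnight plating at 37 deg C, 24 hr compound incubation, Steady-Glo added, 30 min RT before reading.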
ATXN2 expr inh: inhibitors of ATXN2 expression; HEK-293 ATXN2-luciferase reporter, luminescence, 24 h; Potency, µM (highest dose often 57 µM), for the others: at the top dose activity change, negative = inhibition, hits mostly inhibitors; AID 1745845; 360,000 tested, 0.72% active; also: % is scaled to controls: 0 for no effect and ±100 for the full control effect; nearly all actives have a fitted effect of over 55% in size
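ATXN2-luciferase reporter cells (luciferase flanked by upstream and downstream ATXN2 gene portions) were treated 24 h at 37 °C with compounds at up to 57 uM. SteadyGlo luminescence gave expression; GF-AFC fluorescence gave viability.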
* hit, by the source's call; i = inactive; ? = inconclusive; / = no result given; & = joins results of further samples; [ ] = remark or other dose. Calls follow the shape of the dose curve; as a rule, active = well fitted curve in the direction sought with a large enough effect; inconclusive = small, poorly fitted or top-dose-only effect, or another doubt; inactive = no such curve, though single readings can be large; an effect the other way counts as inactive or inconclusive. Potency is read from the fitted curve at half-maximal effect. Some of the compounds tested. The share of hits here may be higher or lower than overall.

SMILES	HepG2 viability	TGFb SMAD3 inh	EPAC2 antag	Nrf2 inh	S2 tox	A549 tox	MCF10A rerep	Nrf2 ARE act	ATXN2 expr inh
S=C(NCc1ccccc1)C(=S)NCc1ccccc1	-11%	-5%	-5%	?	?	-1%	0%	3.7%	14%
CC(C)OP(=O)(OC(C)C)C(Nc1ccccc1)c1ccc2c(c1)OCO2 (configuration not stated)	-21%	-4%	-11%	-9%	i	0%	3%	0.1%	-16%
CCOC(=O)c1ccc(NC(=O)N2CCc3ccccc3C2)cc1	-10%	5%	-7%	-9%	i	0%	6%	1.9%	21%
Cc1ccc(C(=O)N/C(=C\c2ccc(Cl)cc2)C(=O)NC2CCCCC2)cc1	2%	-12%	/	-19%	/	-15%	/	0.5%	/
Cn1c(=O)c(C(=O)CN2CCN(S(=O)(=O)c3ccccc3)CC2)c(N)n(Cc2ccccc2)c1=O	-23%	?	-4%	?	i	3%	6%	0.3%	-6%
Cc1cc(NC(=O)C(C)SCC(=O)OCc2ccc(Cl)cc2Cl)no1 (configuration not stated)	-12%	-3%	-14%	3%	i	9%	1%	-0.6%	/
Cc1ccc(OCC(=O)Nn2cnc3ccccc32)cc1	-2%	-3%	22%	16%	i	0%	?	0.2%	7%
CCn1nnnc1SCC(=O)NC1CCCC1	5%	12%	6%	6%	i	-1%	6%	4.7%	1%
COc1ccccc1CNC(=O)CN1C(=O)CSc2ccc(S(=O)(=O)N(C)C)cc21	-5%	-5%	/	?	i	14%	/	-0.7%	3%
CN(C)CCNC(=O)C1CCN(c2ncnc3c2nc2n3CCCCC2)CC1	-14%	-24%	/	14%	/	2%	/	-0.1%	/
C/C(=N\NC(=O)CN1CCOCC1)C(C)(C)C	8%	-1%	7%	0%	i	-6%[1.84 µM]	?	-0.3%	3%
O=C(c1ccccc1F)N1CCN(Cc2ccc3c(c2)OCO3)CC1	-3%	-4%	2%	-16%	i	0%	17%	-0.3%	-25%
CC(C)CCn1c(Oc2ccc(Cl)cc2)nc2c1c(=O)n(C)c(=O)n2C	-22%	-5%	?	5%	i	13%	2%	-0.3%	-9%
O=C(c1cccs1)N1C[C@H](n2cc(C3CC3)nn2)[C@@H](O)C[C@@H]1c1ccccc1	0%	11%	-4%	/	i	/	/	2.6%	11%
O=c1[nH]c(CN2CCN(Cc3ccc4c(c3)OCO4)CC2)nc2ccccc12	-5%	0%	7%	/	i	3%	-19%	-0.6%	2%
CCCCS(=O)(=O)c1oc(-c2ccc(F)cc2)nc1S(=O)(=O)c1ccccc1	5.6µM*	2.8µM*	/	21µM*	/	?	/	?	/
O=C(C[n+]1ccc2ccccc2c1)c1ccc(NC(=O)c2ccccc2)cc1	6%	-5%	-9%	-9%	i	0%	2%	0.5%	-28%[11.3 µM]
CCOc1ccc(/C=C/c2nc3ccccc3n2S(=O)(=O)c2ccc(Br)cc2)cc1	-62%	14%	/	?	i	4%	/	-2.4%	80%[activator]
COc1cccc(C(=O)NCC(=O)N/N=C/c2c(C)[nH]c3ccccc23)c1	2%	-8%	-4%	-11%	i	5%	?	-0.9%	/
COc1cc(-c2nnc(SCC(=O)N3CCOCC3)o2)cc(OC)c1OC	-20%	-1%	-4%	1%	i	?	7%	0.1%	-7%
CC(C)(C)c1ccc(C(=O)NC2CCS(=O)(=O)C2)cc1 (configuration not stated)	5%	-12%	-1%	?	i	0%	-3%	1.6%	28%
Cc1ccccc1CS(=O)(=O)Cc1ccc(C(=O)NCc2ccccn2)o1	-17%	1%	-1%	12%	i	10%	3%	-0.1%	4%
CCN(C(=O)CSc1nc2nc(C)cc(C)n2n1)c1cccc(C)c1	-41%	-12%	-1%	-18%	i	21%	-9%	-0.3%	-1%
CCn1c(SCC(=O)N2CCCc3ccccc32)nnc1-c1ccco1	1%	-1%	9%	-1%	i	-6%	-2%	0.4%	7%
COc1ccc(CCNC(=O)CN2CCN(Cc3ccccc3F)C2=O)cc1OC	-3%	3%	-1%	-1%	i	-5%	-4%	-0.3%	-3%
CCn1c(=O)c(C(=O)NCc2ccc(OC)c(OC)c2)c(O)c2ccccc21	5%	7%	-4%	-6%	i	-1%	?	-0.3%	-12%
CCOc1ccc(S(=O)(=O)Nc2ccccc2C(=O)N(C)C2CCN(C)CC2)cc1	19%	25%	17%	11%	i	2%	7%	0.2%	-8%
CN(C)c1ccc(NC(=O)Cc2ccccc2)c2ccccc12	-15%	-1%	1%	?	i	6%	10%	2.9%	44%[activator]
Cc1ccc(CN(C)C(=O)c2cc(Br)c(Br)s2)o1	-17%	12%	-22%	-17%	i	-9%	23%	1.1%	-14%
O=C(NCc1ccc2c(c1)CCN2C(=O)c1ccncc1)c1ccc(Cl)cc1	-22%	16%	/	/	/	1%	/	0.1%	/

Reprinted at random: 2 records from the list, in no set order.
SMILES	HepG2 viability	TGFb SMAD3 inh	EPAC2 antag	Nrf2 inh	S2 tox	A549 tox	MCF10A rerep	Nrf2 ARE act	ATXN2 expr inh
CCN(C(=O)CSc1nc2nc(C)cc(C)n2n1)c1cccc(C)c1	-41%	-12%	-1%	-18%	i	21%	-9%	-0.3%	-1%
COc1cc(-c2nnc(SCC(=O)N3CCOCC3)o2)cc(OC)c1OC	-20%	-1%	-4%	1%	i	?	7%	0.1%	-7%

With a hit mark in TGFb SMAD3 inh, among the entries above:
| canonical_smiles | TGFb SMAD3 inh | EPAC2 antag | Nrf2 ARE act |
| --- | --- | --- | --- |
| CCCCS(=O)(=O)c1oc(-c2ccc(F)cc2)nc1S(=O)(=O)c1ccccc1 | 2.8µM* | / | ? |

More results.
SMILES	HepG2 viability	TGFb SMAD3 inh	EPAC2 antag	Nrf2 inh	S2 tox	A549 tox	MCF10A rerep	Nrf2 ARE act	ATXN2 expr inh
CCC(c1ccccc1)c1nc(-c2ccccn2)no1 (configuration not stated)	4%	7%	-9%	?	i	-5%	3%	2.3%	27%
CC(=O)c1cccc(NC(=O)NNC(=O)c2ccc(Cl)cc2Cl)c1	-30%	-14%	11%	?	i	0%	10%	0.3%	-6%
NC(=O)N/N=C/c1ccc([N+](=O)[O-])o1	-77%	?	1%	7%	?	?	0%&10%	3.3%	?
COc1ccccc1NC(=O)NN1CCCCC1	-4%	15%	-4%	?	i	-12%	5%	0.3%	13%
CCOC(=O)c1ccc(NS(=O)(=O)c2ccc(-c3coc(C)n3)cc2)cc1	6%	-2%	-3%	-20%	i	6%	-62%[inhibitor]	-0.1%	0%
Cc1nnc(SCc2ccc(F)cc2)s1	-17%	2%	7%	15%	i	-3%	1%	0.6%	27%
CCOC(=O)N1CCC(N2C(=O)c3ccc(C(=O)NCCC(C)C)cc3C2=O)CC1	2%	5%	3%	2%	i	1%	0%	-0.5%	-13%
CCOC(=O)c1c(NC(=O)CCCOc2ccc(C)cc2)sc2c1CCC(C)C2 (configuration not stated)	-12%	-12%	/	3%	i	0%	/	-0.1%	3%
COc1ccc(C(=O)Nc2nc(-c3nnn(-c4ccc(C(C)C)cc4)c3C)ns2)cc1	-49%	?	/	14%	i	-1%	/	3.1%	-23%
Cc1ccc(-c2cn3c(n2)sc2cc(C(=O)NCCCc4ccccc4)ccc23)c(C)c1	-1%	4%	/	?	i	3%	/	-0.2%	11%
COC(=O)c1ccc(CSc2nc(-c3ccccc3)cs2)o1	0%	5%	-1%	2%	i	1%	-3%	2.1%	27%
O=S1(=O)CCC(N2CCOCC2)C1 (configuration not stated)	5%	-3%	0%	7%	i	?	-6%	0.4%	1%
CC(C)c1ccc(NC2CCCN(C(=O)c3ccsc3)C2)cc1 (configuration not stated)	-26%	-4%	-6%	?	i	-1%	26%	-0.2%	-35%
CC(NCC(=O)Nc1ccccc1C(=O)NC1CC1)c1cccs1 (configuration not stated)	8%	-1%	2%	-3%	i	-3%	-13%	2.4%	1%
Cc1ccc(-c2cc(C(F)(F)F)n3ncc(-c4ccccc4)c3n2)cc1	10%	-14%	/	13%	i	-3%	/	-0.8%	9%
COc1ccc(OC)c(S(=O)(=O)N(C)CC(=O)N2CCN(c3ccc(F)cc3)CC2)c1	0%	-19%	7%	-9%	i	6%	0%	-0.3%	-12%
NC(=O)c1cccc(-c2ccnc3c2CC(C(=O)NCc2ccccc2)O3)c1 (configuration not stated)	-15%	3%	3%	/	i	/	/	3.8%	-3%
COc1ccccc1-c1ccc(=O)n(CC(=O)NCC2CCCO2)n1 (configuration not stated)	-4%	-4%	8%	3%	i	-1%	1%	-0.6%	2%[11.3 µM]
Cc1ccc(C(=O)NNC(=O)CCC(=O)Nc2cc(C)on2)cc1	6%	-6%	5%	-1%	i	0%	-5%	-0.5%	3%
Cc1cccc(C)c1NC(=S)/C(=C(\[O-])c1cccs1)[n+]1ccccc1	-16%	-28%	11%	-2%	i	0%	-7%	0.2%	-5%
COc1ccc(N(Cc2cc(=O)[nH]c3ccccc23)C(C)=O)cc1	0%	-6%	1%	1%	i	-1%	-3%	0.0%	14%
O=C(c1ccc(Cl)cc1Cl)C1(n2cncn2)Oc2ccccc2C1O (configuration not stated)	-33%	-6%	-9%	10µM*	i	1%	22%	3.1%	-5%
Cc1ccc(S(=O)(=O)N(CCC(=O)O)Cc2ccc(Cl)cc2)cc1	-2%	3%	13%	-13%	i	-4%	-5%	0.4%	7%
O=S(=O)(c1cccs1)N1CCN(c2ccccc2F)CC1	-16%	6%	-5%	-9%	i	8%	?	-1.0%	-7%
Cc1cc(C(=O)CSc2nnc(C3CC3)n2C2CC2)c(C)n1C(C)C	4%	10%	3%	7%	i	-6%	3%	0.6%	1%
O=S(=O)(NCCCCCNS(=O)(=O)c1ccccc1)c1ccccc1	-19%	-26%	-3%	?	i	-11%	-8%	2.2%	-12%
Cc1ccc(-n2cccc2/C=C2\C(=N)N3N=C(c4ccco4)SC3=NC2=O)cc1	-9%	-25%	-19%	2%	?	?	6%	8.3%	-16%
O=C(NCC(F)(F)F)Nc1nnc(C(F)(F)F)s1	-33%	?	-2%	?	i	-14%	12%	2.1%	-3%
O=C(CCC1N=C2c3ccccc3N=C(SCc3ccc(Cl)cc3)N2C1=O)NCCc1ccccc1 (configuration not stated)	-38%	?	/	-17%[9.27 µM]	?	0%	/	-0.6%	?
